mHTT-CaM PPI inh – mutant huntingtin-calmodulin interaction inhibitors – biochemical, AlphaScreen, primary screen; inhibition, % at 15 µM; hit rate 3.6% among 190,000; AlphaScreen His-mHTT/GST-CaM binding, luminescence; P42858; AID 1671202, 2021;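 note: 0% = both proteins with DMSO and 100% = one protein alone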
Pf apPOL inh – Pf-apPOL inhibitors, biochemical, fluorescence; Plasmodium falciparum apicoplast DNA polymerase (apPOL); Recombinant Pf-apPOL, molecular beacon fluorescence, 1.5 h; inhibition, % at 10 µM; hit rate 0.25% among 210,000
Starred values were filed as active, the others as inactive; i = inactive; . = no result given; & = joins results of further samples. Cut-off read from the data, not from the text of the source: active = inhibition above about 50%; inactive = the rest.

The line under a structure holds: mHTT-CaM PPI inh, Pf apPOL inh
O=C(NCCc1ccccc1)c1c(O)c2cccc3c2n(c1=O)CC3
  13, -1
COc1ccccc1NC(=O)C1=C(C)NC(S)=C(C#N)C1c1ccccc1 (stereo not drawn)
  30, -4
CC(=O)NCC(=O)NC(C(=O)Nc1ccc2c(c1)OCO2)c1ccc(C)cc1 (stereo not drawn)
  5, -4
CC(C)(C)C1CCC2(CC1)NC(=O)N(CC(N)=O)C2=O (stereo not drawn)
  0, -2
Cc1cccc(CN2CCCn3nc(C(=O)NCc4ccc(N(C)C)cc4)cc3C2=O)c1
  55*, 0
COc1cc(NC(=O)Cc2nn(C)c(=O)c3ccccc23)cc(OC)c1OC
  2, -2
O=C(NCc1ccccn1)C1CCCCC1
  1, 22
O=C(NCc1cccc(C(F)(F)F)c1)c1cn2c(n1)CCCC2
  -4, -8
O=c1c2sccc2nc(SCC2OCCO2)n1Cc1ccc2c(c1)OCO2
  -2, -10
C=CCNC(=O)C1CC(c2cc(OC)ccc2OC)=NO1 (stereo not drawn)
  -8, -4
CCCOc1ccc(N2C(=O)CC(N3CCSCC3)C2=O)cc1 (stereo not drawn)
  7, -2
Cc1ccc(C(=O)Nc2ccc(NC(=O)c3ccco3)cc2)cc1Cl
  -6, -7
CC(C)CNC(=O)c1cnc(-c2ccccc2)nc1N(C)C
  2, 1
CCn1c(=O)c(C(=O)Nc2cc(Cl)ccc2OC)c(O)c2ccccc21
  1, 0
C=CCn1c(=N)c(C(=O)NC(C)c2ccccc2)cc2c(=O)n3cc(C)ccc3nc21 (stereo not drawn)
  -1, -9
CC1(C)CC(=O)C2=C(C1)N=C1c3ccccc3C(=O)C1C2c1cccc(Br)c1 (stereo not drawn)
  61*, -3
O=C(Nc1ccc(F)cc1)c1c(O)c2cccc3c2n(c1=O)CC3
  5, -5
O=C(O)CC(Cc1ccc(Cl)cc1)C(=O)Nc1cccc(C(F)(F)F)c1 (stereo not drawn)
  0, 3
CSc1cccc(NC(=O)N2CC(C)C(c3nc(-c4ccncc4)no3)C2)c1 (stereo not drawn)
  6, -3
C=CCNC(=O)C1CCN(S(=O)(=O)c2ccc(OC)cc2)CC1
  1, -12
Cn1cc(Br)c(NC(=O)C=CC(=O)O)n1
  ., 4&-11
O=C(Nc1ccc(N2CCCCC2)nc1)c1ccccc1F
  21, -1
CC(C)c1cc(C2CCCN2C(=O)Nc2ccc(Cl)cc2)no1 (stereo not drawn)
  -16, 1
NNC(=O)C(NC(=O)c1ccccc1)c1n[nH]c(=O)c2ccccc12 (stereo not drawn)
  13, 2
COc1ccc(Nc2ncc3c(n2)CCN(Cc2ccc(C)c(C)c2)C3)c(OC)c1
  16, -10
CC(=O)c1cccc(NC(=O)c2ccccc2)c1
  0, 1
COc1cccc(/C=C/c2ccc3cccc(O)c3n2)c1O
  30, 2
Cn1ncc2c(Nc3ccccc3Br)ncnc21
  4, -28
O=C(Oc1ccc2occ([N+](=O)[O-])c2c1)c1ccc(C(F)(F)F)cc1
  ., 1
O=C(O)CC1C(=O)NCCN1CC(c1ccccc1)c1ccccc1 (stereo not drawn)
  -8, -5
CCOC(=O)c1c(-c2cccs2)csc1N
  ., -12
O=C(C1COc2ccccc2O1)N1CCC(CCOc2ccccc2)CC1 (stereo not drawn)
  -12, 2
COc1cc2c(cc1OC)C(COc1cccc(C(F)(F)F)c1)N(C(=O)c1ccco1)CC2 (stereo not drawn)
  100*, -4
Cc1ccc(N)cc1NC(=O)c1ccccc1
  4, -2
C=CS(=O)(=O)N(Cc1ccccc1)[C@H](CO)CC(C)C
  -3, -6
O=C(O)c1[nH]nc2c1COc1ccccc1-2
  -2, -4
CC(=O)N1CCc2cc(-c3ccc(C(=O)NCc4c(C)nn(C)c4C)cc3)ccc21
  -3, 1
N#CC1(c2ccccc2)CCc2c(sc3ncnc(N4CCCC4)c23)C1 (stereo not drawn)
  -2, -13
CCOc1ccc(NC(=O)C(Cc2ccccc2)N2C(=O)c3ccccc3C2=O)cc1 (stereo not drawn)
  8, -2
N#Cc1c(N)n(Cc2ccccc2)c(=O)c2cc([N+](=O)[O-])ccc12
  ., -3

Record cards (already shown). Order of values: mHTT-CaM PPI inh | Pf apPOL inh
Listed for CCOc1ccc(NC(=O)C(Cc2ccccc2)N2C(=O)c3ccccc3C2=O)cc1 (stereo not drawn) : 8 | -2
Listed for Cc1ccc(N)cc1NC(=O)c1ccccc1 : 4 | -2
Listed for CC1(C)CC(=O)C2=C(C1)N=C1c3ccccc3C(=O)C1C2c1cccc(Br)c1 (stereo not drawn) : 61* | -3
Listed for CC(=O)NCC(=O)NC(C(=O)Nc1ccc2c(c1)OCO2)c1ccc(C)cc1 (stereo not drawn) : 5 | -4
Listed for CC(C)c1cc(C2CCCN2C(=O)Nc2ccc(Cl)cc2)no1 (stereo not drawn) : -16 | 1

Next part.
The line under a structure holds: mHTT-CaM PPI inh, Pf apPOL inh
Cc1cccc(NC(=O)C2=C3CCCN3c3ccccc3S2(=O)=O)c1
  4, 0
Cc1ccc(C(=O)N2CCCC(COc3cccc(C(=O)NC4CC4)c3)C2)c(C)c1 (stereo not drawn)
  -5, -2
O=C(C1CCCO1)N1CCN(S(=O)(=O)c2cc(S(=O)(=O)c3ccccc3)cs2)CC1 (stereo not drawn)
  ., -4
O=C(CCS(=O)(=O)c1ccc(Br)cc1)Nc1ccc(Cl)cc1F
  6, -2
COc1ccc(OCC(=O)NCCC2CCN(C(=O)Nc3cccc(C)c3)CC2)cc1
  -1, -3
COc1ccc(NC(=O)CC2Sc3ccc(C(F)(F)F)cc3NC2=O)c([N+](=O)[O-])c1 (stereo not drawn)
  -3, -5
O=C(NC1CCS(=O)(=O)C1)c1ccco1 (stereo not drawn)
  -8, 4
Clc1ccccc1-c1noc(Cc2nnc(-c3ccccc3)o2)n1
  -30, -7
Cc1ccc(N2CN=C3SCC(=O)N3C2)cc1Cl
  5, 4
CC(C)CNC(=O)C1CCc2sc(C(=O)N(C)C)cc2C1 (stereo not drawn)
  -6, -3
COc1cc2c(cc1OC)C(C)N(S(=O)(=O)c1ccc(Cl)cc1)CC2 (stereo not drawn)
  ., -16
CNC(=O)C1CCN(c2nc3ccc(-c4cccc(OC)c4)nc3s2)CC1
  -3, -5
CNC(=O)C1CCCN(c2nc3ncn(CC(=O)Nc4ccccc4)c(=O)c3s2)C1 (stereo not drawn)
  -12, -6
O=S(=O)(NCC(O)Cc1ccccc1)c1cccnc1 (stereo not drawn)
  -8, -6
CCC1CN(C(=O)NCc2ccccc2)c2cc(Cl)ccc2O1 (stereo not drawn)
  -19, -10
Cc1ccc(NC2OC(CO)C(O)C2O)cc1[N+](=O)[O-] (stereo not drawn)
  4, -2
COc1cccc(Oc2c(C)oc3c(CN4CCOCC4)c(O)ccc3c2=O)c1
  0, -1
CC[C@H](C)[C@@H](C(=O)OC)N1Cc2ccccc2Oc2cc(Br)ccc2S1(=O)=O
  6, -2
Cc1ccc([N+](=O)[O-])cc1S(=O)(=O)n1nnc2ccccc21
  -2, -5
O=c1c2ccccc2ncn1C1CCN(S(=O)(=O)c2ccc(F)cc2F)CC1
  -6, 2

Laid out differently: two of the compounds above.
Cc1ccc(C(=O)N2CCCC(COc3cccc(C(=O)NC4CC4)c3)C2)c(C)c1 (stereo not drawn)
  mHTT-CaM PPI inh = -5; Pf apPOL inh = -2

Cc1ccc(NC2OC(CO)C(O)C2O)cc1[N+](=O)[O-] (stereo not drawn)
  mHTT-CaM PPI inh = 4; Pf apPOL inh = -2

(cont.)
The line under a structure holds: mHTT-CaM PPI inh, Pf apPOL inh
CCC1CN2C=NC(N3CCN(C(=O)Nc4ccccc4C)CC3)=CC2=N1 (stereo not drawn)
  0, -3
Cc1ccc(CNC(=O)C2(C)CCCN(C(=O)NCc3ccccc3)C2)cc1 (stereo not drawn)
  -6, 2
COc1ccc(CC(=O)O/N=C(\N)c2ccccn2)cc1
  i, -2
Cc1cccc(NC(=O)c2ccc(SCCN3CCCCC3)nc2)c1
  1, -5
COc1ccc(-c2nccc(C3CCCN(C(=O)C4CCCC4)C3)n2)cc1 (stereo not drawn)
  -3, -6
CCSC(=N)N
  ., -5
Cc1ccc(Cl)cc1Nc1nnc(-c2cc3c(CO)cnc(C)c3oc2=O)s1
  3, -6
O=C(C1CCC1)N1CCc2sc(S(=O)(=O)Nc3ccc(F)c(Cl)c3)cc2C1
  19, 0
CC(=O)Oc1ccc2c(=O)c(Oc3ccccc3)coc2c1C
  1, -15
NNc1cc(Cl)ccc1[N+](=O)[O-]
  36, .
COc1ccc(CCNC(=O)N2CCC(c3nnc(C(F)(F)F)o3)CC2)cc1
  -10, 3
N/C(=N\OC(=O)CC1CCCCC1)c1cccnc1
  i, 3
Cc1ccc(NC(=O)N2CCC(c3nc(CCNC(=O)C4CC4)cs3)CC2)cc1
  3, 1
CCOC(=O)c1ccc(NC(=O)Cc2cc(=O)[nH]c(SCc3ccc(F)cc3)n2)cc1
  0, -1
O=C(Nc1ccccc1)C(C(F)(F)F)C(F)(F)F
  ., -26
CCCCC1CCC(C(=O)Oc2ccc(OCC)cc2)CC1 (stereo not drawn)
  -42, -2
COc1ccccc1C(=O)N1CCC(c2ccn3ncc(C(=O)N4CCCC4)c3c2)CC1
  1, 3
COc1ccc(NS(=O)(=O)c2ccc3nc(-c4ccccc4)[nH]c3c2)cc1
  5, 2
Cc1cc(C2CCCN2C(=O)NCc2ccco2)no1 (stereo not drawn)
  5, 5
CCN(c1ccccc1)S(=O)(=O)c1ccc(C(=O)Nc2nnc(COC)o2)cc1
  21, -13
O=C(Nc1cccc(Cl)c1Cl)c1cc(S(=O)(=O)N2CCCCCC2)ccc1F
  -1, 0
CCCCOc1ccccc1/C=c1\sc2ncnn2c1=O
  27, 10
C=C1C(=O)O[C@@H]2[C@H]3O[C@]3(C)CCC=C(C)CC[C@@H]12
  ., 10
COc1cccc(C2CC(c3ccc4c(c3)OCO4)=NC3(CCN(C)CC3)N2)c1O (stereo not drawn)
  1, -6
O=C(CNCC1CCCO1)Nc1sc2c(c1C(=O)Nc1ccc(Br)cc1)CCC2 (stereo not drawn)
  40, -6
CCOc1ccc(C=C2Oc3c(ccc(O)c3CN(CC)CC)C2=O)cc1
  24, -24
NS(=O)(=O)c1ccc(NC(=O)CN2CC(=O)Oc3ccccc32)cc1
  98*, -166
CC(=O)Nc1ccc(-c2noc(C3CCN(C(=O)Cc4cccs4)CC3)n2)cc1
  2, -5
CCCCN(CC)C(=O)Cc1c(C(=O)O)[nH]c2ccccc12
  -1, -9
O=C(Nc1cccc(-c2nc3ccccc3o2)c1)c1ccc([N+](=O)[O-])cc1Cl
  20, 1
COc1cc(OC)cc(C(=O)Nc2cc(C)c(Cl)cc2OC)c1
  -3, -11
CCCCS(=O)(=O)/C=C/C=C/S(=O)(=O)CCCC
  -2, -1
COc1ccc(S(=O)(=O)NCCC2CCN(C(=O)c3ccc(C)cc3)CC2)cc1
  48, -2
COC(=O)c1cccc(NC(=O)C2CCc3nc(N4CCN(C(C)=O)CC4)sc3C2)c1 (stereo not drawn)
  9, -1
Cc1ccc(N2CCN(C(=O)Nc3ccc(Cl)cc3Cl)CC2)cc1
  9, 5
O=c1c(-c2ccccc2)coc2cc(OCc3cc(Cl)cc4c3OCOC4)ccc12
  -6, -5
Cc1cc(C)c2c(=O)[nH]c(SCC(=O)Nc3ccc(Br)cc3)nc2n1
  -3, -11
COc1c(Cl)cc(Br)c(OC)c1C(N)=O
  ., -13
Cc1cc(C)c(CSC2=NCCN2)c(C)c1CSC1=NCCN1
  ., 4&12
CCS(=O)(=O)Nc1ccc(C2(C(=O)NCc3ccc(C)cc3)CCC2)cc1
  -6, -5
COc1ccccc1NC(=O)c1cc(S(=O)(=O)NCc2ccccc2Cl)ccc1F
  -3, -7
Cc1ccccc1-n1c(SCC(N)=O)nc(O)cc1=O
  -1, -4
O=C1CC(N2CCN(c3ccccn3)CC2)C(=O)N1c1ccccc1F (stereo not drawn)
  1, 0
COc1ccc(C2C=C(c3ccc(Cl)cc3)Nc3nnnn32)c(OC)c1 (stereo not drawn)
  -11, -3
CCOc1ccc(/C=C2\N=C(c3ccc(Cl)c(Cl)c3)OC2=O)cc1
  5, 1
O=C1OC(c2ccc(Br)cc2)=N/C1=C\c1ccccc1Cl
  -3, 0
COc1ccccc1-c1nnc(Sc2ncccc2[N+](=O)[O-])n1-c1ccccc1
  ., 1
CS(=O)(=O)N1CCN(CCNC(=O)CCS(=O)(=O)c2ccccc2)CC1
  -22, 0
O=C(O)c1ccc(C(=O)O)c([N+](=O)[O-])c1
  -6, -3
Cc1[nH]n(-c2ccccc2)c(=O)c1C=Nc1cc([N+](=O)[O-])cc([N+](=O)[O-])c1
  0, -2
COc1ccccc1NC(=O)c1c(C)sc2c(C)c(C)[nH]c12
  5, 0
O=c1c2sccc2nc(SCC2OCCO2)n1-c1ccc(Br)cc1
  2, 5
O=C(Cc1ccc(F)cc1)NCc1cccnc1
  -2, -2
Cc1ccc(S(=O)(=O)N2CCN(c3ccccc3)CC2)cc1
  3, -6
Cn1cc(/C(Cc2ccccc2)=N\O)c2ccccc21
  i, .
Cn1nc(NC(=O)c2cnccn2)c2c1NC(=O)CC2c1ccco1 (stereo not drawn)
  4, -3
COc1ccc(S(=O)(=O)c2cc(NS(=O)(=O)c3ccc(Cl)cc3)c(C)cc2O)cc1
  15, -11
CN(C)CCN(C)Cc1cccc(Cl)c1
  -9, -1
COc1ccc(CNC(=O)C2=C(C)C(=O)OC23CCCCC3)cc1OC
  -3, -1
O=C(C1CC2CCCN2C12C(=O)Nc1ccccc12)N1CCN(c2ccccc2)CC1 (stereo not drawn)
  5, -1

Assay outcomes as filed in PubChem.
